Screening results from PubChem.
MsrA inhibitor: bovine MsrA inhibition. purified bovine MsrA, absorbance read-out. inhibition, % at 15.5 µM. 0.75% of 360,000 active. AID 651718; in the data active means inhibition above about 4.5%;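 further: 0% = vehicle wells with enzyme and 100% = reference inhibitor wells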
STEP block: blocks human striatal-enriched tyrosine phosphatase; P54829; recombinant STEP, OMFP fluorogenic substrate, fluorescence; inhibition, % at 20 µM; 0.25% of 360,000 active; AID 588621;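 active means inhibition at 20 µM, scaled per plate between control wells, above about 37%, limit read from the data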;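 further: 0% = DMSO with enzyme and substrate and 100% = substrate only without enzyme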
Target sequence (P54829 whole entry, looked up): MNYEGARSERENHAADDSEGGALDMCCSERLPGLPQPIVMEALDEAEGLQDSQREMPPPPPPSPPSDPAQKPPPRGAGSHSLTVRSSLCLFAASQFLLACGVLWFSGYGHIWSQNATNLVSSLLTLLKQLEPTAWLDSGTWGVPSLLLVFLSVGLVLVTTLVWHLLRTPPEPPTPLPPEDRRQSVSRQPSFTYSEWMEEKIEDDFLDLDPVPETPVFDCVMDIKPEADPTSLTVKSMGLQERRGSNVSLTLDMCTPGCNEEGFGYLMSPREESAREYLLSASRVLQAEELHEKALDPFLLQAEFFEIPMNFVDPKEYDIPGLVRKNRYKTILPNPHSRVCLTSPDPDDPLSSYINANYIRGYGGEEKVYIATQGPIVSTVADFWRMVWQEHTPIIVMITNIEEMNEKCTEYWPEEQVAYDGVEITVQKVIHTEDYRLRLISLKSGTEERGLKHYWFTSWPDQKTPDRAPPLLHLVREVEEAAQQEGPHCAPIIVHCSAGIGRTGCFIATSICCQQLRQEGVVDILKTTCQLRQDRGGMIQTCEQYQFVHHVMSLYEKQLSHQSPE
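medium = Bis-Tris buffer pH 6.0, 2.5 mM DTT, 0.005% Tween 20 | test system = STEP (striatal-enriched tyrosine phosphatase) enzyme, cell-free | measure = normalized % inhibition | compound dosing = 20 µM, 1% DMSO | also added = 25 µM OMFP | schedule = reaction 20 min, ambient temperature | measured by = fluorescence read at 480 nm ex / 540 nm em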
LMPTP inh: blocks human LMPTP phosphatase. P24666. recombinant LMPTP-A, OMFP fluorogenic substrate, fluorescence intensity. inhibition, % at 20 µM. 0.22% of 360,000 active;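 active means compounds that cut the enzyme signal by at least half of the control window in the single-dose screen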;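 further: plate controls were DMSO wells with enzyme plus substrate for no effect and substrate without enzyme for full effect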
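Test system: LMPTP-A, protein tyrosine phosphatase of low molecular weight; Input: 0.625 nM enzyme; Incubation: 50 min dark incubation at room temperature; Signal: endpoint fluorescence intensity from OMFP dephosphorylation; Read-out basis: % inhibition versus control wells.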
Scp-1 inhibitor: Scp-1 (human) phosphatase inhibition; Recombinant Scp1, phosphopeptide, malachite green phosphate absorbance; inhibition, % at 20 µM; 0.88% of 340,000 active; AID 493091;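 active means inhibition above about 50% at 20 µM, limit read from the data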;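 further: plate controls were DMSO wells with enzyme for no effect and wells lacking enzyme for full effect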
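Incubation: 45 min enzyme reaction at room temperature / System: truncated SCP-1 phosphatase (76-261aa) / Reagent: Phospho 17-mer peptide substrate / Buffer or medium: Acidic Tris acetate buffer with magnesium and detergent / Signal: absorbance at 630 nm / Doses: one concentration, 20 µM, with 1.0% DMSO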
DNMT1 block: blocks human DNA methyltransferase DNMT1 | P26358 | DNMT1 molecular beacon, Hinp1I cleavage, fluorescence | inhibition (reported as % activation of signal), % at 10 µM | 0.83% of 360,000 active; in the data active means inhibition above about 50%
eLon inh: inhibitors of E. coli Lon protease | AID 602123 | purified E. coli Lon protease, fluorescence polarization | 0.42% of 360,000 active | P0A9M0 | inhibition, % at 7.94 µM; in the data active means inhibition above about 13%, passing the limit was not always enough;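 further: 0% = enzyme with probe and DMSO and 100% = no enzyme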
MsrA act: activates bovine MsrA enzyme | purified bovine MsrA, absorbance read-out | activation, % at 10.6 µM | 0.3% of 360,000 active | AID 602163; in the data active means activation above about 7.5%;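 further: 0% = vehicle and 100% = reference activator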
SUMO1-SIM PPI: SUMO1-SIM interaction modulation; AID 602429; SUMO1 binding to a labelled peptide, TR-FRET, 1 h; 0.33% of 360,000 active; P63165; inhibition, % at 20 µM; in the data active means inhibition above about 37%
TbMetRS inhib: Trypanosoma brucei MetRS inhibition | purified T. brucei MetRS, ATP depletion, Kinase-Glo luminescence | AID 624268 | 0.4% of 360,000 active | inhibition, % at 11.9 µM;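 active means inhibition above a per-plate cutoff of the control wells' mean inhibition plus 3 SD, cut at about 5.5% in these data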;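 further: 0% = DMSO wells median and 100% = median of wells with control inhibitor compound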
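Material: parasite MetRS enzyme / Replication: singlicate, one well per compound / Signal: luminescence of leftover ATP / Schedule: 2 h aminoacylation at 25 °C after 15 min preincubation / Medium: HEPES-MgCl2-KCl buffer plus DTT, spermine, BSA, pyrophosphatase / Doses: 11.9 µM single point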
CendR NRP1 mod: alters CendR peptide binding to human NRP-1 | O14786 | FAM-RPARPAR peptide binding to NRP-1, fluorescence polarization | inhibition, % at 25 µM | 0.85% of 360,000 active;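 active means inhibition or corrected inhibition above about 18%, plus a signal ratio from 0.5 to 1.5, limit read from the data, passing the limit was not always enough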; further: strong numbers were not always called active
An asterisk follows results filed as active. Compounds were not picked by outcome. About 4.3% of those tested had a hit in this group.

# | SMILES | MsrA inhibitor | STEP block | LMPTP inh | Scp-1 inhibitor | DNMT1 block
1 | CC1CC(Nc2ccccc2)=CC(=O)O1 (centres undefined) | 1.4 | 0 | -3.2 | 14 | -2
2 | Cc1oc(-c2cccs2)nc1CN1CC[C@@](O)(c2ccccc2)[C@H]2CCCC[C@@H]21 | -1.0 | 2 | 0.1 | -7 | -4
3 | CC(=O)Nc1ccc(OC(=O)Cc2ccc(Cl)cc2)cc1 | 0.4 | -1 | 0.3 | -8 | 0
4 | COc1ccc(Cl)cc1C(=O)C1CCCN(Cc2cnc(N3CCOCC3)s2)C1 (centres undefined) | -0.5 | -4 | 0.0 | 4 | 0
5 | O=C(CCCc1ccccc1)NCc1ccc2c(c1)OCO2 | -0.4 | -1 | 3.0 | -4 | 5
6 | CSCCC(NC(=O)COc1ccccc1)C(=O)NCCOc1ccc(C)cc1 (centres undefined) | -0.3 | -1 | -0.2 | -2 | -1
7 | O=C(CSc1nc2nccnc2c(=O)n1Cc1cccs1)Nc1ccccc1 | 0.6 | 3 | -1.5 | 1 | -1
8 | O=C(NC1CCCCC1)C(c1ccccc1F)N(Cc1ccco1)C(=O)c1ccccn1 (centres undefined) | -0.7 | -4 | 0.9 | -3 | -2
9 | O=C(NCC(O)c1ccccc1)c1ccccc1 (centres undefined) | 0.2 | 2 | -0.4 | 0 | 1
10 | CCc1noc(C)c1C(=O)NNC(=O)COc1ccccc1C | 1.0 | 0 | -1.3 | -10 | 0
11 | c1ccc(-c2nc3c(ccc4ccccc43)[nH]2)nc1 | 3.4 | 6 | 2.3 | -15 | -5

# | eLon inh | MsrA act | SUMO1-SIM PPI | TbMetRS inhib | CendR NRP1 mod
1 | 8 | 1 | -6 | 0.1 | 8
2 | -5 | -2 | 2 | -0.4 | -6
3 | 8 | -2 | -3 | -0.7 | -1
4 | 4 | -6 | 4 | -0.3 | -1
5 | -1 | -1 | -3 | 1.7 | 3
6 | 2 | -7 | -2 | -1.1 | 9
7 | -11 | -1 | -22 | 0.0 | -8
8 | -3 | -2 | 0 | 0.5 | 7
9 | 0 | 1 | -2 | -0.7 | -3
10 | 1 | 0 | 2 | -0.4 | 1
11 | 5 | 0 | -3 | -0.6 | -20

Whole records as entered above. Screens in order: MsrA inhibitor | STEP block | LMPTP inh | Scp-1 inhibitor | DNMT1 block | eLon inh | MsrA act | SUMO1-SIM PPI | TbMetRS inhib | CendR NRP1 mod
Record of CC1CC(Nc2ccccc2)=CC(=O)O1 (centres undefined) = 1.4 | 0 | -3.2 | 14 | -2 | 8 | 1 | -6 | 0.1 | 8
Record of Cc1oc(-c2cccs2)nc1CN1CC[C@@](O)(c2ccccc2)[C@H]2CCCC[C@@H]21 = -1.0 | 2 | 0.1 | -7 | -4 | -5 | -2 | 2 | -0.4 | -6

Looked up one by one from the list above:
# | SMILES | MsrA inhibitor | STEP block | LMPTP inh | Scp-1 inhibitor | DNMT1 block
5 | O=C(CCCc1ccccc1)NCc1ccc2c(c1)OCO2 | -0.4 | -1 | 3.0 | -4 | 5
6 | CSCCC(NC(=O)COc1ccccc1)C(=O)NCCOc1ccc(C)cc1 (centres undefined) | -0.3 | -1 | -0.2 | -2 | -1
4 | COc1ccc(Cl)cc1C(=O)C1CCCN(Cc2cnc(N3CCOCC3)s2)C1 (centres undefined) | -0.5 | -4 | 0.0 | 4 | 0
10 | CCc1noc(C)c1C(=O)NNC(=O)COc1ccccc1C | 1.0 | 0 | -1.3 | -10 | 0
9 | O=C(NCC(O)c1ccccc1)c1ccccc1 (centres undefined) | 0.2 | 2 | -0.4 | 0 | 1

# | eLon inh | MsrA act | SUMO1-SIM PPI | TbMetRS inhib | CendR NRP1 mod
5 | -1 | -1 | -3 | 1.7 | 3
6 | 2 | -7 | -2 | -1.1 | 9
4 | 4 | -6 | 4 | -0.3 | -1
10 | 1 | 0 | 2 | -0.4 | 1
9 | 0 | 1 | -2 | -0.7 | -3
